Bioassay records (PubChem BioAssay)
Vif-APOBEC3G blk – Vif-A3G binding inhibition | HeLa A3G-eYFP + Vif (tagged APOBEC3G with the HIV-1 protein that degrades it), YFP fluorescence, overnight | Potency, µM (top dose mostly 46.1 µM), for inactives: top-dose activity, negative = active, usual class: inhibitors | Q9HC16 | actives 0.076% (n = 410,000);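 further: potency means the concentration at half of the fitted maximal effect; on the % scale 0 is the no-effect control and ±100 the full control effect; nearly all actives have a fitted effect of over 60% in size; hits raise eYFP signal because A3G escapes Vif-driven loss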
Target sequence (Q9HC16 whole entry, looked up): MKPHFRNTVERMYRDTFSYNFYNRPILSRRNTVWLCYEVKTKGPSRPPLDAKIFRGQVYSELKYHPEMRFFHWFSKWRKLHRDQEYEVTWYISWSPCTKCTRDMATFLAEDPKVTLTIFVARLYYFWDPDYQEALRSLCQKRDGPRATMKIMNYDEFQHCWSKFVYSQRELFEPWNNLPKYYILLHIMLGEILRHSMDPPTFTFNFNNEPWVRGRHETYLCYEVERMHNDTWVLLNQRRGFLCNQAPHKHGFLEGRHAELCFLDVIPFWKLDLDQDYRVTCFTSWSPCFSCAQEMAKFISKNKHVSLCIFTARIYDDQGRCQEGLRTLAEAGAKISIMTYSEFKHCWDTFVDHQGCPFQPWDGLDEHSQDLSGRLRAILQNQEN
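HeLa cells stably expressing Vif and C-terminally eYFP-tagged A3G, seeded overnight at 37 deg C, then exposed to compound by pintool overnight at 37 deg C. Rise in yellow fluorescence (Ex 488/Em 500-530, Acumen) marks blocked Vif-driven A3G degradation.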
D2 PAM – positive allosteric modulators of human D2 dopamine receptor | P14416 | HEK293 T-REx D2, calcium flux, EC20 dopamine potentiation | potentiation, % at 10 µM | actives 0.34% (n = 340,000);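 active means potentiation over 3 SD above the plate norm, cut at about 30% in these data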; further: 0% is about no effect
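Calcium flux readout, no-wash dye, 1 read/s. Inducible HEK293 Trex D2 line, overnight 30 C. Compound alone 180 s (agonist flags), then EC20 dopamine, another 180 s to score potentiation.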
Vif-APOBEC3F blk – Vif-A3F binding inhibition; HeLa A3F-eYFP + Vif (tagged APOBEC3F with the HIV-1 protein that degrades it), YFP fluorescence increase; Potency, µM (top dose mostly 46.1 µM), without a hit: at the top dose activity, negative = active; actives 0.2% (n = 390,000); further: potency means the concentration at half of the fitted maximal effect; % of control where 0% means no effect; nearly all actives have a fitted effect of over 65% in size
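Fluorescence increase (Ex 488/Em 500-530) after overnight compound treatment at 37 deg C flags inhibition of Vif-driven A3F-eYFP loss in stable HeLa A3F-eYFP/Vif cells seeded overnight beforehand.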
GRP78 ERSR act – ER stress response induction in glioma. AID 602332. U87-MG GRP78 promoter luciferase reporter, 16 h. actives 0.02% (n = 420,000). Potency, µM, inactives show top-dose activation, usual class: activators; further: potency means the concentration at half of the fitted maximal effect; series mostly up to about 76 µM; % of control where 0% means no effect; nearly all actives have a fitted effect of over 35% in size
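Stably transfected U87-MG human glioma cells carrying a GRP78-based luminescent sensor were seeded at 1000 cells/well, pin-dosed with compounds and incubated 16 h. Luciferase reagent was then added, and end-point luminescence was read after 10 min at room temperature.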
D1 antagonist – antagonists of human D1 dopamine receptor; HEK293 TREx D1 cells, calcium flux, dopamine EC80; active compounds read low; actives 3.2% (n = 360,000); activity change, negative = inhibition, % at 10 µM; P21728; in the data active means activity change below about -30%; further: on the % scale 0 is the no-effect control and ±100 the full control effect
Target sequence (P21728 whole entry, looked up): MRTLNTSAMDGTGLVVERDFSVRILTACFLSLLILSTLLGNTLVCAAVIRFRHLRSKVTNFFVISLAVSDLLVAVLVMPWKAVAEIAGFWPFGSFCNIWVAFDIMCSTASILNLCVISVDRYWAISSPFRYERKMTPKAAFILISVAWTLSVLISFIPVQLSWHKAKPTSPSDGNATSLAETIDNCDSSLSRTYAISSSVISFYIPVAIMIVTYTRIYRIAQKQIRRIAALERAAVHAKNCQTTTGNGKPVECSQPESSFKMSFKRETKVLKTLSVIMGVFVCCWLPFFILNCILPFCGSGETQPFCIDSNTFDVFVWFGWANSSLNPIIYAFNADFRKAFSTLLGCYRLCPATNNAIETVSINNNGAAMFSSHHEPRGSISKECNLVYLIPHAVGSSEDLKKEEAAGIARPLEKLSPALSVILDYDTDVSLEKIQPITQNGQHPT
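Antagonism measured as reduced calcium response to an EC80 dopamine addition following 180 s compound pre-read; cells were inducible HEK293 Trex D1 plated overnight at 30 C, read kinetically at 1 cycle/sec.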
D1 ag – human D1 receptor agonism; HEK293 T-REx D1 cells, calcium flux, agonist mode; activation, % at 2 µM; actives 1% (n = 360,000); AID 504660; P21728; in the data active means activation above about 30%; further: 0% is about no effect
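Inducible HEK293 T-REx D1 cells, force-coupled to calcium signalling, were plated at 4000 cells/well with tetracycline and held overnight at 30 C. After no-wash calcium dye loading, compound-evoked calcium rise over 180 s flagged agonists.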
RXFP1 ag – agonists of human relaxin receptor RXFP1. Q9HBX9. HEK293T-RXFP1 cAMP TR-FRET, 30 min; response scale: percent of porcine relaxin response, buffer zero. Potency, µM (top dose mostly 57.5 µM), without a hit: at the top dose activation, actives largely listed as activators. actives 0.3% (n = 370,000). AID 2676; further: potency means the concentration at half of the fitted maximal effect; on the % scale 0 is the no-effect control and ±100 the full control effect; nearly all actives have a fitted effect of over 60% in size; many of its hits are not listed in these tables
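HEK293T cells stably expressing RXFP1 were pretreated with the PDE4 inhibitor Ro 20174, exposed to compounds for 30 min at 37C, lysed, and cAMP was read by TR-FRET. Data normalized to buffer (basal) and 29 nM porcine relaxin (100%).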
D1 potentiator – enhances dopamine response at the human D1 receptor. HEK293 TREx D1 cells, calcium flux, dopamine EC20 potentiation. potentiation, % at 10 µM. actives 0.036% (n = 360,000); in the data active means potentiation above about 30%; further: 0% is about no effect
LDHA inh – inhibitors of human lactate dehydrogenase A; P00338; purified LDHA, NADH/diaphorase-resazurin fluorescence; active compounds read low; activity change, % (values are at about 110 or 230 µM); actives 0.15% (n = 480,000); AID 1347041; in the data active means activity change below about -30%;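 further: plate controls were DMSO wells for no effect and wells without enzyme for full effect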
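Human LDH5 (2 nM) was incubated with 0.06 mM NADH and 0.2 mM pyruvate for 5 min at room temperature in Tris pH 7.4. Remaining NADH was coupled through diaphorase/resazurin, and resorufin fluorescence was read at 0 and 20 min.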
* = called active by the depositor. Unless noted, the call rests on the fitted dose curve; in most records, active means well fitted curve in the direction sought with a large enough effect; inconclusive means small, poorly fitted or top-dose-only effect, or another doubt; inactive means no such curve, though single readings can be large; an effect the other way counts as inactive or inconclusive. Not all compounds are listed (hit frequency here may not be typical).

For CCNC(=O)c1cc(S(=O)(=O)N(C)C)c(Cl)cc1Cl the results were Vif-APOBEC3G blk 3%, D2 PAM 0, Vif-APOBEC3F blk 9%, GRP78 ERSR act -3%, D1 antagonist -5, D1 ag 1, RXFP1 ag -1.9%, D1 potentiator -1 and LDHA inh -5.
Screening O=C(NC(Cc1c[nH]c2ccccc12)C(=O)N/N=C/c1cccc2ccccc12)c1cccs1 (stereo not given) returned Vif-APOBEC3G blk 0%, D2 PAM 0, Vif-APOBEC3F blk 2%, GRP78 ERSR act -3%, D1 antagonist 21, D1 ag 3, RXFP1 ag 0.1%, D1 potentiator -3 and LDHA inh -2.
For CCOc1ccc(CCNC(=O)c2cc3c(=O)[nH]c4ccc(C)cc4c3s2)cc1OCC the results were Vif-APOBEC3G blk 1%, D2 PAM 5, Vif-APOBEC3F blk 2%, GRP78 ERSR act 1%, D1 antagonist 12, D1 ag 2, RXFP1 ag 3.4%, D1 potentiator -2 and LDHA inh 4.
`CCOCCCNC(=O)C1c2ccccc2C(=O)N2CCc3ccccc3C12` (stereo not given) gave Vif-APOBEC3G blk -5%, D2 PAM 3, Vif-APOBEC3F blk 1%, GRP78 ERSR act -1%, D1 antagonist 5, D1 ag 2, RXFP1 ag 0.0%, D1 potentiator -3 and LDHA inh -5.
`O=C(Nc1cccc(NC(=O)c2cccs2)c1)c1cccnc1` gave Vif-APOBEC3G blk -11%, D2 PAM 10, Vif-APOBEC3F blk 0%, GRP78 ERSR act 0%, D1 antagonist -9, D1 ag 1, RXFP1 ag 0.3%, D1 potentiator 3 and LDHA inh 1.
Screening CC(=O)Nc1ccc(N2CC(C)(C)C2=O)cc1 returned Vif-APOBEC3G blk 3%, D2 PAM -4, Vif-APOBEC3F blk -4%, GRP78 ERSR act -2%, D1 antagonist 4, D1 ag 0, RXFP1 ag 1.2%, D1 potentiator 9 and LDHA inh -4.
`O=S1(=O)N=C(N2CCN(Cc3ccc4c(c3)OCO4)CC2)c2ccccc21` gave Vif-APOBEC3G blk -1%, D2 PAM -4, Vif-APOBEC3F blk -11%, GRP78 ERSR act -3%, D1 antagonist -29, D1 ag 4, RXFP1 ag 1.1%, D1 potentiator 6 and LDHA inh -6.
COc1ccc(OC)c(CCNC(=O)c2ccc3c(=O)[nH]c4c(C(=O)NC(C)C)sc(=S)n4c3c2)c1 was read as Vif-APOBEC3G blk -10%, D2 PAM -5, Vif-APOBEC3F blk 2%, GRP78 ERSR act 2%, D1 antagonist 10, D1 ag 3, RXFP1 ag -0.9%, D1 potentiator 2 and LDHA inh -9.
COc1ccc(OC)c(C2=NNC(=NCc3ccc4c(c3)OCO4)SC2)c1 was read as Vif-APOBEC3G blk -16%, D2 PAM -7, Vif-APOBEC3F blk 2%, GRP78 ERSR act -2%, D1 antagonist -3, D1 ag 1, RXFP1 ag -0.1%, D1 potentiator 3 and LDHA inh -8.
For Cc1c(N=CC=Nc2c(C)n(C)n(-c3ccccc3)c2=O)c(=O)n(-c2ccccc2)n1C the results were D2 PAM 1, D1 antagonist -9, D1 ag 4, RXFP1 ag -1.1% and D1 potentiator -3.
COc1ccc(/C=C2/SC(=S)N(CC(=O)O)C2=O)cc1OCc1ccc(Cl)cc1 was read as Vif-APOBEC3G blk 6%, Vif-APOBEC3F blk 0%, GRP78 ERSR act 8%, D1 antagonist -14, D1 ag 24, RXFP1 ag 0.4%, D1 potentiator 0 and LDHA inh -1.
CCCCCOc1ccc(C(=O)NC(CCC)C(=O)O)cc1 (stereo not given) was read as Vif-APOBEC3G blk 2%, D2 PAM -7, Vif-APOBEC3F blk 4%, GRP78 ERSR act 2%, D1 antagonist 0, D1 ag 1, RXFP1 ag 0.1%, D1 potentiator 3 and LDHA inh -5.
For O=C1c2ccccc2C(=O)C1c1ccccn1 the results were Vif-APOBEC3G blk 11%, D2 PAM 1, Vif-APOBEC3F blk -4%, GRP78 ERSR act -3%, D1 antagonist 1, D1 ag 0, RXFP1 ag 3.3%, D1 potentiator 1 and LDHA inh 0.
`COC(=O)c1c(N2C(=O)[C@H]3[C@@H](C2=O)[C@]2(C(=O)Nc4c2ccc(C)c4C)N2CCC[C@@H]32)sc(C)c1C` gave Vif-APOBEC3G blk -23%, D2 PAM 4, Vif-APOBEC3F blk -18%, GRP78 ERSR act -4%, D1 antagonist 9, D1 ag 5, RXFP1 ag -0.2%, D1 potentiator -4 and LDHA inh -1.
For Cc1cccc(N(Cc2cc3ccccc3[nH]c2=O)S(C)(=O)=O)c1 the results were Vif-APOBEC3G blk 0%, D2 PAM 16, Vif-APOBEC3F blk -6%, GRP78 ERSR act -2%, D1 antagonist -14, D1 ag 2, RXFP1 ag -0.5%, D1 potentiator 3 and LDHA inh -9.
For CCc1nnc(NC(=O)C(CC)c2ccccc2)s1 (stereo not given) the results were Vif-APOBEC3G blk -3%, D2 PAM 1, Vif-APOBEC3F blk 5%, GRP78 ERSR act -4%, D1 antagonist -5, D1 ag 7, RXFP1 ag -0.1%, D1 potentiator -10 and LDHA inh -2.
`O=C(CSc1nnc(C2CC2)n1CC1CCCO1)Nc1cccc(Cl)c1` (stereo not given) gave Vif-APOBEC3G blk -2%, D2 PAM 7, Vif-APOBEC3F blk 5%, GRP78 ERSR act -4%, D1 antagonist 1, D1 ag 3, RXFP1 ag -2.5%, D1 potentiator 4 and LDHA inh -4.
COc1ccc(Br)cc1CNC(=O)c1ccc2c(c1)N(Cc1ccc(C)cc1)CCS2 was read as D2 PAM -5, D1 antagonist -6, D1 ag 2, RXFP1 ag 9.3%, D1 potentiator 2 and LDHA inh -2.
COc1ccccc1NC(=O)NC(N)=O was read as Vif-APOBEC3G blk 0%, D2 PAM 4, Vif-APOBEC3F blk -11%, GRP78 ERSR act -1%, D1 antagonist 0, D1 ag -1, RXFP1 ag 0.6%, D1 potentiator -6 and LDHA inh -4.
`N/C(=N\OC(=O)CCN1C(=O)c2ccccc2C1=O)c1ccccn1` gave Vif-APOBEC3G blk -9%, D2 PAM 0, Vif-APOBEC3F blk 1%, GRP78 ERSR act -4%, D1 antagonist 11, D1 ag 0, RXFP1 ag 2.7%, D1 potentiator 7 and LDHA inh -1.
`CCn1cc2c(n1)-c1c(oc(C(=O)Nc3cccc(C(F)(F)F)c3)c1C)CC2` gave Vif-APOBEC3G blk 1%, D2 PAM -6, Vif-APOBEC3F blk -3%, GRP78 ERSR act -3%, D1 antagonist 4, D1 ag 2, RXFP1 ag 3.7%, D1 potentiator 2 and LDHA inh 9.
Screening NC(=O)c1nn(CC(=O)Nc2cccc(S(=O)(=O)N3CCCCCC3)c2)c(=O)c2ccccc12 returned Vif-APOBEC3G blk -2%, D2 PAM 21, Vif-APOBEC3F blk 11%, GRP78 ERSR act 1%, D1 antagonist -16, D1 ag 1, RXFP1 ag 4.6%, D1 potentiator -8 and LDHA inh -3.
Cc1ccc2c(c1)C(=O)c1ccccc1CS2=O (stereo not given) was read as Vif-APOBEC3G blk -1%, Vif-APOBEC3F blk -3%, GRP78 ERSR act -1%, D1 antagonist 9, D1 ag 3, RXFP1 ag 2.9%, D1 potentiator -10 and LDHA inh -7.
`CCCN(Cc1ccccc1)C(=S)NC(=O)c1ccccc1[N+](=O)[O-]` gave Vif-APOBEC3G blk -1%, D2 PAM -2, Vif-APOBEC3F blk -8%, GRP78 ERSR act -7%, D1 antagonist -11, D1 ag 0, RXFP1 ag 1.5%, D1 potentiator -4 and LDHA inh -6.
For COCCCNC(=O)c1ccc(-n2c(-c3ccccc3)cc3c2CCC(C)C3)cc1 (stereo not given) the results were Vif-APOBEC3G blk -20%, D2 PAM 1, Vif-APOBEC3F blk 0%, GRP78 ERSR act -7%, D1 antagonist 7, D1 ag 2, RXFP1 ag 5.0%, D1 potentiator 1 and LDHA inh 0.
Screening COc1ccc(C(C(=O)NC2CCCC2)N(C(=O)c2snc(-c3ccc(F)cc3)c2N)c2cccc(F)c2)cc1 (stereo not given) returned Vif-APOBEC3G blk 0%, D2 PAM -4, Vif-APOBEC3F blk -24%, GRP78 ERSR act -5%, D1 antagonist 3, D1 ag 4, RXFP1 ag 2.8%, D1 potentiator -8 and LDHA inh -7.
`CCC(=O)c1cn(CC(=O)Nc2ccccc2)c2ccccc12` gave Vif-APOBEC3G blk -6%, D2 PAM 10, Vif-APOBEC3F blk -4%, GRP78 ERSR act -7%, D1 antagonist 11, D1 ag 1, RXFP1 ag -2.4%, D1 potentiator -15 and LDHA inh -6.
For CCOC(=O)N1CCN(Cc2ccccc2F)CC1 the results were Vif-APOBEC3G blk 4%, Vif-APOBEC3F blk -2%, GRP78 ERSR act -3%, D1 antagonist 0, D1 ag 3, RXFP1 ag 3.2%, D1 potentiator -4 and LDHA inh -20.
`CCN(CC)CCNC(=O)C1CCN(C(=O)c2cnn(-c3ccccc3)c2-n2cccc2)CC1` gave Vif-APOBEC3G blk 5%, D2 PAM -1, Vif-APOBEC3F blk -2%, GRP78 ERSR act 3%, D1 antagonist 1, D1 ag 0, RXFP1 ag 0.5%, D1 potentiator -2 and LDHA inh -2.
`CCOC(=O)C1=NN(C(C)=O)C2(CC(=O)N(c3cccc(C)c3)C2=O)C1` (stereo not given) gave Vif-APOBEC3G blk 0%, D2 PAM 14, Vif-APOBEC3F blk 2%, GRP78 ERSR act -3%, D1 antagonist 10, D1 ag -1, RXFP1 ag -1.4%, D1 potentiator -3 and LDHA inh 2.
`COC(=O)c1cc(S(=O)(=O)N2CCN(c3ccc(C(C)=O)cc3)CC2)c[nH]1` gave Vif-APOBEC3G blk 1%, Vif-APOBEC3F blk -6%, GRP78 ERSR act 5%, D1 antagonist -32*, D1 ag 5, RXFP1 ag 14%, D1 potentiator 1 and LDHA inh -10.
